# TcdB inh: blocks C. difficile toxin B glycohydrolase activity. P18177. AID 652162. TcdB glycohydrolase enzymatic assay, plate reader. 0.24% of 350,000 active. inhibition, % at 9.99 µM; in the data active means inhibition above about 10%
# DUSP3 inh: inhibitors of human VHR1 phosphatase (DUSP3); P51452; recombinant VHR phosphatase, pNPP absorbance; inhibition, % at 13.3 µM; 0.52% of 290,000 active; AID 1654; in the data active means inhibition above about 50%; further: some compounds called inactive have numbers as strong as hits
# PrPC surface inh: reduces human prion protein on the cell surface | 0.43% of 370,000 active | P04156 | cell surface PrPC, TR-FRET read-out | inhibition, % at 13.8 µM; in the data active means inhibition above about 24%; further: 0% = median of the test wells and 100% = reference compound wells
# 3CLpro inhibitor: SARS-CoV 3CLpro protease inhibition | P0C6X7 | recombinant SARS-CoV 3CLpro, quenched FRET peptide cleavage | inhibition, % at 6 µM | 0.14% of 290,000 active | AID 1706; in the data active means inhibition above about 12%
# Y pestis TopoI: Y. pestis Topo-I inhibition via cleavage products; AID 504884; Y. pestis Topo-I cleavage product accumulation, plate reader; 0.064% of 360,000 active; activity, % at 10 µM; in the data active means activity above about 50%, passing the limit was not always enough; further: inactives centre near 2
# Rv3671c protease: inhibitors of M. tuberculosis serine protease Rv3671c; inhibition, % at 5.96 µM; 0.048% of 320,000 active; P9WHR9; in the data active means inhibition above about 38%;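 further: extracellular domain of Rv3671c used as enzyme; 0% = enzyme with DMSO and 100% = no enzyme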
# CCHF vOTU inh: CCHFV vOTU protease inhibition; inhibition, % at 11.5 µM; Pep-AMC fluorescence; 0.55% of 370,000 active; in the data active means inhibition above about 30%; further: 0% = vehicle wells with enzyme and 100% = no enzyme wells
# Vc quorum ag: inducers of Vibrio cholerae quorum light production without autoinducers. V. cholerae BH1578 lux reporter, luminescence, 6 h. activation, % at 18.7 µM. 0.16% of 350,000 active; in the data active means activation mostly above about 9.7%, no sharp cut-off; further: not every result past the cut was called active; inactives centre near 0; reference of the scale not given here
# MazF activator: MazEF (E. coli) toxin RNase activation. P0AE70. FAM/BHQ RNA-DNA oligo cleavage fluorescence, 5 h. activation, % at 20 µM. 0.32% of 350,000 active. AID 504720; in the data active means activation above about 50%
# SSB-PriA inh: blocks PriA binding to SSB C-terminal tail; AlphaScreen SSBct-PriA binding, biotinylated peptide; AID 1272365; 0.6% of 430,000 active; inhibition, % at 33 µM; in the data active means inhibition mostly above about 37%, no sharp cut-off; inactive means mostly below about 20%;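 further: plate controls were negative control peptide for no effect and reference peptide for full effect; strong numbers were not always called active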
# * marks the source's active call; other numbers are inactive results; i = inactive; . = not tested or not shown; & = joins results of further samples.
SMILES,TcdB inh,DUSP3 inh,PrPC surface inh,3CLpro inhibitor,Y pestis TopoI,Rv3671c protease,CCHF vOTU inh,Vc quorum ag,MazF activator,SSB-PriA inh
CCOC(=O)c1[nH]ncc1CN1CCN(Cc2ccc(C)cc2)C(CCO)C1 (configuration not stated),0.2,39,-5,-3,3,1,3,-0.4,0,-4
CCOC(=O)C1CCCN(S(=O)(=O)Cc2ccc(Cl)cc2)C1 (configuration not stated),1.8,4,8,1,9,0,-4,-0.8,5,-16
CCCCOc1ccc(C(=O)N(CC)CC(=O)NCc2cccs2)cc1,1.4,12,-4,1,-2,-14,-7,0.1,6,-4
CCONc1ncnc2nonc12,0.2,32,-8,-4,2,-5,8,-0.3,2,3
NC(=O)CC1C(=O)N(c2ccc(F)cc2)C(=O)N1NC(=O)CCc1ccccc1 (configuration not stated),0.6,-17,1,0,8,-1,-14,0.4,8,-6
O=C(Cc1ccsc1)N1CCN(S(=O)(=O)c2cc(C(F)(F)F)cc(C(F)(F)F)c2)CC1,-1.1,23,7,4,24,-10,-5,i,1,-1
COCC(=O)n1nc(-c2ccccc2)nc1NCc1ccc(N(C)C)cc1,-2.6,22,3,2,13,0,-9,0.2,4,-1
CCCCOC(=O)Nc1cccc(Cl)c1C,1.9,-16,-1,1,-2,0,-2,0.7,-6,-22
Cc1ccc(NC(=O)Cn2c(=O)cnc3ccccc32)cc1S(=O)(=O)N(C)C,.,-2,-13,-5,-1,-2,8,i,15,-13
N#C/C(=C1/CCCCCN1)c1nc2ccccc2s1,.,37,4,0,-6,-5,10,i,-6,-3
CCn1c(C)cc(/C=C2\NC(=O)N(Cc3ccc(Cl)cc3)C2=O)c1C,.,12,5,-1,0,5,-2,-0.4,-13,6
COc1ccc(C(=O)NCCc2cc3ccc(C)c(C)c3[nH]c2=O)cc1OC,0.3,-17,6,-1,3,-10,-2,-5.7,10,-15
COC(=O)C1=C(C)NC(=O)NC1c1ccccc1Cl (configuration not stated),-2.7,25,8,3,2,2,2,-0.6,-6,1&-10
CN(C(=O)COC(=O)CNS(=O)(=O)/C=C/c1ccccc1)C1CCS(=O)(=O)C1 (configuration not stated),.,-32,-1,0,-3,0,-3,-0.3,2,-7
C/C(=N\N(c1ccccc1)c1ccccc1)c1ccc(N)cc1,2.3,.,11,.,-7,5,-1,-0.5,-19,.
COc1ccc(NS(=O)(=O)c2ccc(C)c(NC(=O)CNC(=O)c3ccco3)c2)cc1,1.5,.,-1,.,10,.,0,i,-1,3
CCC(=O)Nc1ccccc1C(=O)OCC(=O)Nc1ccc(S(N)(=O)=O)cc1,.,27,0,0,-7,-7,-3,-0.9,5,-4
CC(C)n1cnnc1SCC(=O)Nc1ccc(N2CCCCC2)cc1,2.5,.,0,.,-11,4,-5,i,1,12
CN(C(=O)C1CCCN(S(=O)(=O)c2cccc([N+](=O)[O-])c2)C1)C1CCS(=O)(=O)C1 (configuration not stated),1.3,22,-7,4,3,-1,-2,-0.5,5,-2
COc1cc(NC(=O)Cn2ccsc2=N)c(C)cc1[N+](=O)[O-],0.9,8,-9,2,-9,-9,7,i,-21,-8
COc1ccc(S(=O)(=O)N2CCN(C(=O)/C=C/c3ccco3)CC2)cc1,2.5,.,-9,.,5,.,2,i,-4,-1
COc1ccc(C)c2sc(N(CCCN(C)C)C(=O)c3ccc4c(c3)OCCO4)nc12,1.1,.,-11,.,4,12,1,2.5,3,3
CN(C)CCN(C(=O)c1cccc2ccccc12)c1nc2cc3c(cc2s1)OCO3,-0.5,-2,-7,-1,15,2,-7,i,5,47*
CC1CC(c2ccccc2)n2nc(NC(=O)c3ccco3)nc2N1 (configuration not stated),.,10,-13,-3,3,5,10,i,2,-9
CSc1ncc(CO)n1Cc1ccccc1,0.0,8,-1,-1,-1,-4,4,-5.2,-1,-16
O=C(COC(=O)C12CC3CC(CC(C3)C1)C2)N1CCN(S(=O)(=O)c2ccccc2)CC1,.,4,-5,6,2,-9,-14,i,-6,-2
O=C(O)c1ccccc1C(=O)Nc1ccc(S(=O)(=O)NC2CCCCC2)cc1,.,-23,-6,-6,-1,7,18,-0.3,-6,-2
COc1ccccc1NC(=O)N1CCCC1C(=O)NC1CCCCC1 (configuration not stated),.,20,3,-6,4,-1,1,1.7,5,-6
Cc1cc(C)cc(NC(=O)C2C3C=CC4(O3)C2C(=O)N(CCCN2CCCCC2)C4C(=O)NC2CCCCC2)c1 (configuration not stated),0.2,16,-1,-3,-13,-1,-1,-0.3,12,9
CCCCCC(=O)Nc1cc(N(C)C)nc2ccccc12,.,4,-4,2,5,-6,-22,-0.2,3,-6
CC1(C)CC(Cc2ccc(C(=O)c3ccccc3)cc2)N(C(=O)OC(C)(C)C)N1 (configuration not stated),-2.5,.,6,.,4,.,22,0.0,-2,.
Cn1c2ccccc2c2cc(/C=N/NC(=O)c3cc(O)ccc3O)ccc21,1.6,19,-12,3,6,-29,51*,0.2,24,.
CC(C)OCCCNC(=O)CN1C(=O)CC(C)(C)S(=O)(=O)c2ccccc21,-0.2,-4,-3,-3,-1,5,-1,-0.3,-1,3
N#C/C(=C\c1ccccc1)C(=O)NCCN1CCOCC1,-0.3,-11,1,0,11,1,-7,-0.4,0,-11
O=C(Nc1nccs1)C1CC(=O)N(c2ccccc2)C1 (configuration not stated),2.6,-3,-7,-3,2,-6,16,-0.4,2,3
CCC(C)NC(=O)c1ccc(NC(=O)CC2SC(N3CCCCC3)=NC2=O)cc1 (configuration not stated),0.5,.,-2,.,-4,-4,10,i,-4,-11
Cc1cc(-c2nnnn2-c2ccc(C(F)(F)F)cc2)no1,1.2,-1,12,-4,6,6,18,-0.7,-1,-8
CC(Sc1nc(N)c(NC(=O)c2ccc(Br)o2)c(=O)[nH]1)C(=O)O (configuration not stated),2.6,13,1,-2,13,3,-7,-4.2,4,15&-2
Cc1sc(NC(=O)c2cccnc2)nc1-c1ccccc1,-0.2,13,-4,0,0,-1,13,-1.7,-14,12
CCOC(=O)CSc1nnc(CNC(=O)c2cccc(C)c2)n1C,-0.3,27,2,-3,-4,5,-2,-0.3,-7,-9
COc1ccc(-c2csc3[nH]c(=S)n(-c4ccccc4)c(=O)c23)cc1OC,1.1,14,-3,-1,1,-7,8,i,2,-3
CCc1nccn1CCC(=O)N1CCCC(N2CCN(c3ccccc3F)CC2)C1 (configuration not stated),1.1,27,-7,0,9,1,9,3.6,5,11
COc1ccc(S(=O)(=O)N2CCC(C(=O)Nc3nccs3)CC2)cc1,0.6,22,-3,4,-7,3,0,.,6,7&3
Cn1c(=O)c2c(nc(Br)n2CCSc2nc3ccccc3o2)n(C)c1=O,.,16,-2,-7,1,7,-5,i,13,0
COc1c(C)cc(C(=O)C2CCCN(C(=O)Cn3ccc(C)n3)C2)cc1C (configuration not stated),-0.2,21,-2,-3,-8,-3,-3,-0.3,-3,-2
C/C(CC(=O)NCc1ccco1)=N\NC(=O)C(c1ccccc1)c1ccccc1,.,14,8,3,-4,-9,-7,i,7,.
CC1(C)CC(=O)C=C(NCc2ccc(C(=O)O)cc2)C1,0.9,-6,-4,-6,5,0,-8,-0.2,-5,7
CCn1c(C(C)NC(=O)c2ccc(C)cc2)n[nH]c1=S (configuration not stated),.,-11,0,-1,-2,1,2,-0.8,3,-10
CCOC(=O)C1CCN(C(=O)CCS(=O)(=O)c2ccc3c(c2)CC(C)N3C(=O)CC)CC1 (configuration not stated),0.4,8,0,-1,-4,5,3,-1.2,4,-8
Cc1nc2ccccc2n1S(=O)(=O)N(C)C,.,24,-5,0,3,2,-8,2.9,7,-7
Cc1ccccc1CN(C)C(=O)CNC(=O)c1ccc2ccccc2c1,1.6,.,4,1,16,-2,-2,0.7,-1,-3
COC(=O)CNC(c1ccccc1)c1cc(Br)ccc1NS(=O)(=O)c1ccccc1 (configuration not stated),6.8,-5,0,1,-2,-5,13,-0.3,-2,14
CCOC(=O)c1c(NC(=O)CS(=O)(=O)c2cn(CC)c3ccccc23)sc2c1CCCCC2,3.0,-11,-10,2,2,-1,20,-0.2,-13,-6
CC(C)NC(=O)C(=O)Nc1cc2c3c(c1)C(C)C(=O)N3CCC2 (configuration not stated),-0.4,13,-3,-7,-1,-7,-3,2.2,11,-1
CC1CCCC(NC(=O)c2cccc(S(=O)(=O)N3CCN(c4ccccc4)CC3)c2)C1C (configuration not stated),-0.2,.,3,.,14,8,1,1.6,-4,0
CCOC(=O)c1cnn(-c2ccccc2)c1-n1cccc1C(=O)C(=O)Nc1ccc(OC)cc1,.,24,2,6,-2,-4,4,-0.6,3,10
Cn1/c(=N/NC(=O)c2ccccc2Br)sc2ccccc21,1.1,4,0,-7,4,-8,-12,-0.5,-16,.
Cc1cnc(CN(C)C(=O)C2CCC(=O)N(CCc3cccc(F)c3)C2)[nH]1 (configuration not stated),0.8,-14,-2,-3,3,0,-1,-0.6,6,-4
O=C(COC(=O)c1ccc(F)cc1F)NCc1ccc2c(c1)OCO2,1.0,.,3,.,2,-6,-4,-0.2,-5,-11
O=C(COC(=O)c1cc(Br)cc(Br)c1O)NC12CC3CC(CC(C3)C1)C2,2.8,.,-4,.,16,.,2,i,.,.

# Results in MazF activator, TcdB inh and CCHF vOTU inh, for some of the entries so far:
smiles | MazF activator | TcdB inh | CCHF vOTU inh
O=C(Nc1nccs1)C1CC(=O)N(c2ccccc2)C1 (configuration not stated) | 2 | 2.6 | 16
CCONc1ncnc2nonc12 | 2 | 0.2 | 8
COc1ccccc1NC(=O)N1CCCC1C(=O)NC1CCCCC1 (configuration not stated) | 5 | . | 1
Cn1/c(=N/NC(=O)c2ccccc2Br)sc2ccccc21 | -16 | 1.1 | -12
COc1ccc(S(=O)(=O)N2CCC(C(=O)Nc3nccs3)CC2)cc1 | 6 | 0.6 | 0
CC(C)OCCCNC(=O)CN1C(=O)CC(C)(C)S(=O)(=O)c2ccccc21 | -1 | -0.2 | -1
C/C(=N\N(c1ccccc1)c1ccccc1)c1ccc(N)cc1 | -19 | 2.3 | -1

# Two of the compounds above, field by field:
CCOC(=O)C1CCN(C(=O)CCS(=O)(=O)c2ccc3c(c2)CC(C)N3C(=O)CC)CC1 (configuration not stated)
  TcdB inh: 0.4 | DUSP3 inh: 8 | PrPC surface inh: 0 | 3CLpro inhibitor: -1 | Y pestis TopoI: -4 | Rv3671c protease: 5 | CCHF vOTU inh: 3 | Vc quorum ag: -1.2 | MazF activator: 4 | SSB-PriA inh: -8
CCn1c(C(C)NC(=O)c2ccc(C)cc2)n[nH]c1=S (configuration not stated)
  TcdB inh: . | DUSP3 inh: -11 | PrPC surface inh: 0 | 3CLpro inhibitor: -1 | Y pestis TopoI: -2 | Rv3671c protease: 1 | CCHF vOTU inh: 2 | Vc quorum ag: -0.8 | MazF activator: 3 | SSB-PriA inh: -10

# Other results follow.
SMILES,TcdB inh,DUSP3 inh,PrPC surface inh,3CLpro inhibitor,Y pestis TopoI,Rv3671c protease,CCHF vOTU inh,Vc quorum ag,MazF activator,SSB-PriA inh
O=C(Nc1cc(S(=O)(=O)Nc2ccc(Cl)cc2)ccc1N1CCCCC1)c1ccc(F)cc1,0.1,-1,2,4,-4,-149,6,-0.7,-2,-1
Cc1cc2nc(/C=C/c3nc4cc(C)c(C)cc4[nH]3)[nH]c2cc1C,0.6,95,5,4,-1,9,-30,i,-37,-10
CCOC(=O)C1=C(C)NC(=O)NC1c1ccc([N+](=O)[O-])o1 (configuration not stated),1.8,18,-11,3,-3,-3,2,-0.5,-1,1
CC(=O)c1ccc(NC(=O)CCSCCC(=O)Nc2ccc(C(C)=O)cc2)cc1,.,23,6,7,17,3,10,-7.7,5,-16
Cc1cc(Br)ccc1NC(=O)CN(C)C(=O)c1ccc(-n2cncn2)c([N+](=O)[O-])c1,-0.5,.,-22,.,-2,2,8,1.0,5,-2
CC(C)N1C(=O)C2ON(c3ccccc3)C(c3cccs3)C2C1=O (configuration not stated),.,-5,2,0,-2,-2,4,-0.6,-1,-4
[O-][n+]1ccccc1/C=C/c1ccccc1,0.7,.,-10,.,7,2,-10,-0.3,3,-5
CCCCCC(=O)Nc1ccc(S(=O)(=O)NC2=NCCCCC2)cc1,1.5,.,0,.,2,-4,1,i,-4,-1
CN(Cc1ccno1)Cc1cn(C)nc1-c1ccc(Oc2ccccc2)cc1,-1.1,13,5,4,-14,4,0,-2.1,-3,-3
CCCCCn1nc(C(=O)N(CCOC)c2c(N)n(CCCC)c(=O)[nH]c2=O)c2ccccc2c1=O,0.3,.,-7,.,5,1,-4,i,4,-6

# Screening results from PubChem BioAssay.

# Only part of the results is shown; rates above refer to the full screens.
